Chronic BCR inh = blocks chronic active B-cell receptor signaling; ABC-DLBCL IkBa-CBG/CBR reporter, luminescence ratio, 4 h; Potency, µM (series often up to 46.1 µM), for inactives: top-dose ratio change, negative = lower green/red ratio, most hits filed as inhibitors; 0.05% of 340,000 active; AID 493014; active = well fitted inhibition curve with a large enough effect in the signal ratio, with a control signal flat, not every such curve was filed as active; inconclusive = small, poorly fitted or top-dose-only effect, or effect the other way, or a change in a side signal; the % refers to the signal ratio;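 note: potency is the fitted concentration of half-maximal effect; plate controls were basal doxycycline-induced cells for no effect and cells given 10 µM MG132 for full effect; MG132 reads +100%, hits lower the ratio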
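Cell line TMD8 (human ABC DLBCL), stably expressing tet-inducible CBG68-IkBa fusion and CBR; IMDM/0.5% FBS; cpd up to 46 uM; dox induction, 4 h, 37C/5% CO2; dual luminescence; green/red ratio; MG132 control.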
ASM inhibitor = inhibitors of human secretory acid sphingomyelinase | P17405 | AID 504937 | 0.006% of 340,000 active | Potency, µM (doses to about 57.5 µM), inactives show top-dose activity change, negative = inhibition, most hits filed as inhibitors | placental ASM, HMU-PC fluorogenic substrate, 60 min; note: potency is the fitted concentration of half-maximal effect
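HMU-PC0 cleavage (9 uM final) by human placental ASM, 60 min at 37 °C following 10 min compound exposure at RT; stopped at pH 10, fluorescence Ex 386/Em 447 nm.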
Menin-MLL TR inh = inhibitors of human menin-MLL interaction, mutant MLL peptide. Potency, µM (top dose mostly 61.6 µM), without a hit: at the highest dose FP activity change, negative = inhibition, actives largely listed as inhibitors. O00255. AID 1768. Menin + Texas Red MLL mutant peptide, fluorescence polarization. 0.23% of 270,000 active; active = well fitted inhibition curve with a large enough effect in the polarisation, with a control signal flat, not every such curve was filed as active; inconclusive = small, poorly fitted or top-dose-only effect, or effect the other way, or a change in a side signal; inactive = no such curve, though single readings can be large or run the other way; the % refers to the polarisation; note: potency is the fitted concentration of half-maximal effect; % of control where 0% means no effect; many of its hits are not listed in these tables
USP2a inh = inhibitors of human ubiquitin-specific protease USP2a; O75604; USP2 core, Ub-CHOP2 coupled fluorogenic reporter, 485/531; Potency, µM (top dose mostly 38.3 µM), for the others: at the highest dose activity change, negative = inhibition, hits mostly inhibitors; 0.01% of 330,000 active; AID 463254;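 note: potency is the fitted concentration of half-maximal effect; plate controls were DMSO wells for no effect and full inhibition by NEM control for full effect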
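USP2 core (10nM final) preincubated 30min RT with compound in 20mM Tris-HCl pH 8.0, 2mM CaCl2, 2mM beta-mercaptoethanol, 0.05% CHAPS; 25nM Ub-CHOP2 plus 25nM reporter substrate added, fluorescence (Ex485/Em531) read after 60min.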
Eya2 phos inh = blocks the phosphatase activity of human Eya2; 0.006% of 330,000 active; O00167; Potency, µM (series often up to 76.9 µM), without a hit: at the highest dose activity, negative = inhibition, most hits filed as inhibitors; recombinant Eya2, OMFP fluorescence dephosphorylation (OMFP is methylfluorescein phosphate); note: potency is the fitted concentration of half-maximal effect; % is set by controls: 0 for no effect and ±100 for the full control effect
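Eya2 (0.2 uM) preincubated 10 min at ambient with compound, then OMFP substrate added at 50 uM; 10 min reaction in 50 mM HEPES pH 7.5, 50 mM NaCl, 5 uM MgCl2, 0.05% BSA, 1 mM DTT. Fluorescence read at Ex 485/Em 525 nm.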
MBNL1-CUG inh = inhibitors of human MBNL1 binding to CUG repeat RNA | Q9NR56 | TR-FRET MBNL1-His/biotin-(CUG)12 binding, 665/545 ratio | Potency, µM (highest dose often 57.5 µM), for inactives: at the highest dose activity change, negative = inhibition, actives largely listed as inhibitors | 0.036% of 280,000 active | AID 2675; active = well fitted inhibition curve with a large enough effect in the signal ratio, with a control signal flat, not every such curve was filed as active; inconclusive = small, poorly fitted or top-dose-only effect, or effect the other way, or a change in a side signal; inactive = no such curve, though single readings can be large or run the other way; the % refers to the signal ratio; note: potency is the fitted concentration of half-maximal effect; % is set by controls: 0 for no effect and ±100 for the full control effect
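TR-FRET between His-tagged MBNL1 and biotin-(CUG)12 RNA, detected with Tb anti-His antibody (0.055 ng/ul) and streptavidin-XL665 (5 nM), 60 min at room temperature. Compounds titrated 92 nM to 58 uM; 665/545 nm ratio normalized to buffer and complex controls.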
PKM2 activator = activators of human pyruvate kinase M2; purified PKM2, Kinase-Glo ATP luminescence, activation; response scale: 0% is enzyme alone, no compound; Potency, µM (series often up to 57.5 µM), without a hit: top-dose activation, most hits filed as activators; 0.34% of 260,000 active; note: potency is the fitted concentration of half-maximal effect; % is set by controls: 0 for no effect and ±100 for the full control effect; nearly all actives have a fitted effect of over 55% in size
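Purified hPK-M2 (>95% pure) converted ADP (0.1 mM final) to ATP with 0.5 mM PEP in 50 mM imidazole pH7.2, KCl, MgCl2, Tween 20, BSA; 1 h at room temperature. ATP detected by Kinase-Glo luminescence.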
Mito fusion yeast = inhibitors of mitochondrial division or activators of mitochondrial fusion; S. cerevisiae fusion-defective mutant growth rescue, CellTiterGlo 48 h; Potency, µM (doses to about 46.1 µM), for the others: at the highest dose growth rescue (activation), hits mostly activators; 0.23% of 320,000 active;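 note: potency is the fitted concentration of half-maximal effect; % of control where 0% means no effect; nearly all actives have a fitted effect of over 45% in size; temperature-sensitive fusion mutants such as fzo1-1 at 37 °C on non-fermentable ethanol glycerol medium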
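Compounds are tested for their ability to restore growth of mitochondrial fusion-defective yeast strains at non-permissive 37C in YPEG medium over 48 hours. Viability is quantified by luciferase luminescence.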
TSHR antagonist = antagonists of human thyroid stimulating hormone receptor; P16473; TSHR-expressing cells, TSH-stimulated cAMP HTRF, 2 h; stronger effect = lower value; activity change, negative = inhibition, % at 11.5 µM; 0.2% of 330,000 active; AID 504810;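 active = activity change below a set negative limit, meaning inhibition stronger than a set level, cut at about -70% in these data; inconclusive = activity change between two set negative limits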; note: % is set by controls: 0 for no effect and ±100 for the full control effect
Target sequence (P16473 whole entry, looked up): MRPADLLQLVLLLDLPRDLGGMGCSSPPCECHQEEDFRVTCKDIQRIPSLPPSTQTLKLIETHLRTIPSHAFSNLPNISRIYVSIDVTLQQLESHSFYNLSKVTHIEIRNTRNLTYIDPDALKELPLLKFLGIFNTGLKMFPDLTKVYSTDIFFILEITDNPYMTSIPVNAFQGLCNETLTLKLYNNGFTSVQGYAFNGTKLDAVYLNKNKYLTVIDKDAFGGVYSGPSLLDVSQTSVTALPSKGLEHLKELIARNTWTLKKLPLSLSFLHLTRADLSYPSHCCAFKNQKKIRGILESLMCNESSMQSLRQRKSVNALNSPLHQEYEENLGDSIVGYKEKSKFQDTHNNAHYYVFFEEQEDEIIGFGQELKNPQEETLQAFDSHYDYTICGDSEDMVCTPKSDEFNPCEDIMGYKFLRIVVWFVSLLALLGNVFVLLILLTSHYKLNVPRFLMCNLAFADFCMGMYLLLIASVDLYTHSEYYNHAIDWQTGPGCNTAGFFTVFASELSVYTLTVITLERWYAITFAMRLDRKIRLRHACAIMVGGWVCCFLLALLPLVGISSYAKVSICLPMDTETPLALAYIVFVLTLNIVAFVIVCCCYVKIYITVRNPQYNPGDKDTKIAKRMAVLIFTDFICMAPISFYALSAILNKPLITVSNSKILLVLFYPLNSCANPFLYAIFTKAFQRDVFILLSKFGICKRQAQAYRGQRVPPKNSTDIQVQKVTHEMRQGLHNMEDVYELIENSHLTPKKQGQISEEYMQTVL
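TSHR-expressing cells, 200/well, pre-treated with compound, then stimulated with EC80 TSH (4nM final) for 2 hours at 37 deg C. cAMP measured by competitive HTRF: anti-cAMP cryptate antibody in lysis buffer plus cAMP-d2, read after 30 minutes at room temperature.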
GALK inh = inhibitors of human galactokinase. AID 1868. Potency, µM (titrated, usually from 57.5 µM), for the others: top-dose activity change, negative = inhibition, hits mostly inhibitors. Purified GALK, Kinase-Glo residual ATP luminescence. 0.007% of 270,000 active; note: potency is the fitted concentration of half-maximal effect; % is set by controls: 0 for no effect and ±100 for the full control effect
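Galactose (100 uM) and ATP (35 uM) were turned over by 5 nM GALK for 1 h at RT. Kinase-Glo Plus then converted the remaining ATP into a luminescent signal.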
KCNH2 WT inh = inhibitors of human wildtype KCNH2 potassium channel; activity change, % at 1.84 µM; AID 720551; U2OS, BacMam KCNH2, thallium flux FluxOr; stronger effect = lower value; 0.37% of 340,000 active; Q12809;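 active = maximum activity change below -70%; inconclusive = maximum activity change between -70% and -50%; inactive = maximum activity change above -50%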; note: % is set by controls: 0 for no effect and ±100 for the full control effect
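U2OS cells transduced with wild-type KCNH2 virus are loaded with FluxOr dye for 45 min, and thallium flux is measured in kinetic reads before and after stimulation buffer. Rate constants are normalized to DMSO controls.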
Active calls of the source: *; u = inconclusive; x = not tested or not shown; [ ] = remark or other dose. Unless noted, calls come from the whole dose curve; as a rule, active = well fitted curve in the direction sought with a large enough effect; inconclusive = small, poorly fitted or top-dose-only effect, or another doubt; inactive = no such curve, though single readings can be large; an effect the other way counts as inactive or inconclusive.

item	SMILES	Chronic BCR inh	ASM inhibitor	Menin-MLL TR inh	USP2a inh	Eya2 phos inh	MBNL1-CUG inh
1	CC1(C)Cc2c(sc(NC(=O)c3ccc4ncsc4c3)c2C(N)=O)C(C)(C)N1	u	19%	7%	2%	-15%	-7%
2	Cc1ccc(/C=N/Nc2nc(N3CCOCC3)nc(N3CCOCC3)n2)o1	u	9%	-3%	-1%	-3%	5%
3	Cc1ccsc1/C=N/Nc1ccc(Cl)nn1	u	0%	x	-2%	5%	4%
4	CC1Cc2ccccc2N1C(=O)COC(=O)c1ccc(Cl)nc1 (configuration not stated)	4%	-1%	11%	2%	2%	2%
5	CN(c1ccccc1)S(=O)(=O)c1ccc(C(=O)NCc2ccc(F)cc2)cc1	-3%	-3%	x	-2%	u	x
6	Cc1cc(=O)oc2cc(OCC3CC(c4ccc(N(C)C)cc4)=NO3)ccc12 (configuration not stated)	u	10%	9%	0%	-8%	2%
7	COc1ccc(CNCc2ccco2)cc1OCc1ccccc1	6%	5%	-1%	0%	10%	-1%
8	CSc1nc(-c2ccccc2)ccc1C(N)=O	-4%	-3%	u	2%	-1%	1%
9	Cc1c(C(=O)N2CCCCC2)sc(N)c1C#N	1%	0%	3%	1%	2%	-1%
10	CCc1nnc(N/N=C/c2c(Cl)cccc2Cl)n1N	u	1%	-19%	3%	5%	9%

item	PKM2 activator	Mito fusion yeast	TSHR antagonist	GALK inh	KCNH2 WT inh
1	0%	5%	1	1%	-11
2	-4%	-3%	3	-1%	6
3	-7%	3%	-11	7%	23
4	3%	-2%	5	-2%	-2
5	x	x	-18	x	0
6	0%	-1%	5	3%	-4
7	2%	2%	25	0%	-5
8	-10%	-9%	13	0%	8
9	-2%	-5%	-5	2%	-4
10	1%	-3%	8	1%	-16

An excerpt from above in order of molecular weight, rising.
item	SMILES	Chronic BCR inh	ASM inhibitor	Menin-MLL TR inh	USP2a inh	Eya2 phos inh	MBNL1-CUG inh
8	CSc1nc(-c2ccccc2)ccc1C(N)=O	-4%	-3%	u	2%	-1%	1%
7	COc1ccc(CNCc2ccco2)cc1OCc1ccccc1	6%	5%	-1%	0%	10%	-1%
1	CC1(C)Cc2c(sc(NC(=O)c3ccc4ncsc4c3)c2C(N)=O)C(C)(C)N1	u	19%	7%	2%	-15%	-7%

item	PKM2 activator	Mito fusion yeast	TSHR antagonist	GALK inh	KCNH2 WT inh
8	-10%	-9%	13	0%	8
7	2%	2%	25	0%	-5
1	0%	5%	1	1%	-11

The listing continues.
item	SMILES	Chronic BCR inh	ASM inhibitor	Menin-MLL TR inh	USP2a inh	Eya2 phos inh	MBNL1-CUG inh
11	Cc1ccc2nc(-c3ccccc3)cc(C(=O)NCCCn3ccnc3)c2c1	8%	0%	-2%	1%	-3%	u
12	CCCC(=O)C1=C(c2ccccc2)C(C#N)(C#N)C(C#N)=C1N	u	4%	u	1%	9%	u
13	O=C(CSc1nnc(NC(=O)c2ccco2)s1)Nc1ccccc1Br	-1%	-1%	2%	5%	4%	-3%
14	CCC(=O)N1CCc2cc(Br)cc(S(=O)(=O)Nc3c(C)n(C)n(-c4ccccc4)c3=O)c21	-34%	x	7%	-2%	11%	-12%
15	CC(C)C[C@H](NC(=O)C1CC(=O)N(c2ccc3c(c2)OCCO3)C1)C(=O)NC1CCCC1 (some centres not stated)	-1%	-11%	19%	3%	-12%	0%
16	N#CCC(=O)NN=C1CCCCCCCCCCC1	u	5%	-7%	3%	9%	7%
17	O=C(NN=C1c2ccccc2-c2ccccc21)c1ccccc1Br	0%	-19%	50%[activator]	1%	9%	u
18	Cn1c(=O)n(C)c2cc(NS(=O)(=O)c3ccccc3)ccc21	u	0%	-2%	1%	4%	-4%
19	CCOc1ccc(S(=O)(=O)N2CCCC(C(=O)NCc3ccccn3)C2)cc1Cl (configuration not stated)	-14%	-1%	x	-4%	-10%	x
20	Nc1nnc(SCC(=O)OCC(=O)Nc2ccccc2F)s1	8%	-4%	6%	4%	-5%	x

item	PKM2 activator	Mito fusion yeast	TSHR antagonist	GALK inh	KCNH2 WT inh
11	3%	4%	39	-1%	8
12	-5%	-1%	0	0%	1
13	-10%	2%	-14	-1%	10
14	1%	-12%	-7	7%	x
15	-3%	-7%	-7	2%	-8
16	0%	-2%	53	-1%	-10
17	0%	-7%	1	-1%	1
18	18%	6%	-2	5%	1
19	x	-2%	3	x	10
20	-2%	-4%	-5	1%	-2

Other results.
item	SMILES	Chronic BCR inh	ASM inhibitor	Menin-MLL TR inh	USP2a inh	Eya2 phos inh	MBNL1-CUG inh
21	O=C(NCc1ccccc1F)c1cccc(S(=O)(=O)N2CCCCCC2)c1	1%	-2%	x	1%	13%	x
22	Cc1c2cnn(CC(=O)Nc3c(F)c(F)cc(F)c3F)c(=O)c2c(C)n1Cc1ccccc1F	u	-3%	13µM*	2%	3%	2%
23	CCOc1ccc(S(=O)(=O)N2CCN(C)CC2)cc1NC(=O)c1ccccc1F	2%	-2%	u	1%	3%	-11%
24	CSc1nc2c(c(=O)[nH]1)C(c1ccc(F)cc1)CC(=O)N2 (configuration not stated)	-9%	4%	1%	2%	12%	x
25	O=C(NCc1nnc(SCC(=O)N2CCCC2)o1)c1ccco1	5%	0%	0%	0%	u	-4%
26	COc1ccc(OC)c(NC(=O)c2ccno2)c1	3%	5%	u	2%	7%	3%
27	Cc1cc(C)nc(NC(=O)c2cccs2)n1	u	1%	x	3%	5%	9%
28	Cc1cc(=O)cc(C)n1-c1ccccc1Br	0%	4%	-3%	1%	-2%	-4%
29	CC(C)(C)c1ccc(N2C(=O)CC(C/C=C/c3ccccc3)C2=O)cc1 (configuration not stated)	0%	2%	x	0%	-5%	-13%
30	Cc1nc2c(nnn2Cc2c(Cl)cccc2Cl)c(=O)[nH]1	1%	0%	14%	-2%	10%	-4%

item	PKM2 activator	Mito fusion yeast	TSHR antagonist	GALK inh	KCNH2 WT inh
21	x	-1%	8	x	-9
22	2%	2%	-4	-2%	3
23	2%	0%	24	-1%	9
24	0%	-1%	2	10%	25
25	2%	0%	0	8%	-2
26	0%	-3%	-7	-2%	-2
27	3%	4%	-3	0%	14
28	-1%	1%	-9	1%	0
29	-10%	-4%	8	x	-5
30	-18%	2%	-1	3%	-11

Following part:
item	SMILES	Chronic BCR inh	ASM inhibitor	Menin-MLL TR inh	USP2a inh	Eya2 phos inh	MBNL1-CUG inh
31	COc1ccc(Cl)cc1NC(=O)C/C(C)=N/NC(=O)c1ccccc1[N+](=O)[O-]	u	6%	3%	0%	u	12%
32	CC(=O)N1CCc2ccc(S(=O)(=O)N3CC(C)OC(C)C3)cc21 (configuration not stated)	1%	2%	-2%	4%	-2%	u
33	CCOc1cc(C2NC(=O)c3ccccc3O2)ccc1OC (configuration not stated)	-1%	0%	-8%	2%	-13%	1%
34	Cc1nnc(SCCC#N)n(CCC#N)c1=O	u	1%	5%	1%	6%	1%
35	COc1ccc(-n2c(=S)[nH]c3sc(-c4ccccc4)cc3c2=O)c(OC)c1	0%	12%	x	1%	-5%	22%
36	O=C(OCc1ccccc1)/C(=C/c1ccccc1Cl)NC(=O)c1ccco1	-2%	-1%	x	-1%	-1%	-2%
37	Cc1cc(C(=O)NCC2COc3ccccc3O2)c2ccccc2n1 (configuration not stated)	0%	1%	-6%	12%	-8%	4%

item	PKM2 activator	Mito fusion yeast	TSHR antagonist	GALK inh	KCNH2 WT inh
31	-2%	-7%	25	-3%	-4
32	-18%	6%	24	x	-23
33	1%	1%	3	0%	51
34	2%	-2%	-1	0%	4
35	-1%	10%	-16	-7%	-6
36	-6%	-1%	-21	1%	5
37	1%	1%	-5	0%	-7

The list is partial (hit frequency here may not be typical).
